# p53ts 39C tox: kills p53ts cells at the nonpermissive temperature; H1299-p53A138V viability at 39C, ATP luminescence, 24 h; Potency, µM (series often up to 46.1 µM), inactives show at the highest dose activity change, negative = cell killing, most hits filed as cytotoxic; 130,000 compounds, 1.5% hits; AID 902; note: nearly all actives have a fitted effect of over 55% in size
# IkB signaling: IkB pathway inhibition in ABC-DLBCL cells; ABC-DLBCL IkBa-CBG/CBR dual luciferase ratio, 4 h; response scale: scaled: untreated 0%, proteasome inhibitor 100%; 110,000 compounds, 0.04% hits; Potency, µM (highest dose often 57.1 µM), for inactives: at the top dose IkBa stabilization activation; active = well fitted curve in the direction sought with a large enough effect in the signal ratio, not every such curve was filed as active; inconclusive = small, poorly fitted or top-dose-only effect, or a change in a side signal; the % refers to the signal ratio;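 note: the direction sought is a rising ratio; 0% = basal untreated cells and 100% = reference inhibitor full response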
#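 Luminescence ratio of IκBα-fused green versus native red beetle luciferase in OCI-Ly3 cells, 4 h post-doxycycline with compound; red signal alone, scaled from basal (0%) to zero light (-100%), flagged nonspecific or cytotoxic effects.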
# p53ts 32C tox: p53ts cell cytotoxicity, permissive temperature; H1299-p53A138V at 32C, ATP luminescence viability, 24 h; Potency, µM (top dose mostly 46.1 µM), for inactives: at the top dose activity change, negative = cytotoxicity, actives largely listed as cytotoxic; 130,000 compounds, 0.93% hits; AID 924;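 note: 0% = DMSO and -100% = full killing by reference compound; nearly all actives have a fitted effect of over 55% in size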
#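 Cells: H1299 p53ts (A138V), 600/well, pre-incubated 16–30 h at 37C. Cpd up to 46 uM, 24 h, 32C. Readout: ATPlite luminescence, 20 min RT. Normalization: DMSO vs tamoxifen 100 uM. AC50 by Hill equation.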
# Peg3 imprint: induces erasure of genomic imprints in mouse ES cells; Potency, µM (highest dose often 60.7 µM), for the others: at the top dose activity change, positive = activation, usual class: activators; mouse ES Peg3-LacZ reporter, beta-gal luminescence, 40 h; AID 1948; 110,000 compounds, 0.02% hits;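 note: 0% = negative control wells on the plate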
#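 Gelatin-coated wells received 300 freshly trypsinized female ES cells with a Peg3LacZ-Neo reporter on the maternal allele, then incubated 40 hours at 37C. BetaGlo was added for 5 minutes at room temperature before a single luminescence read.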
# * marks the source's active call; other numbers are inactive results; ? = inconclusive; nt = not tested or not shown; & = joins results of further samples; [ ] = remark or other dose. Unless noted, calls come from the whole dose curve; as a rule, active = well fitted curve in the direction sought with a large enough effect; inconclusive = small, poorly fitted or top-dose-only effect, or another doubt; inactive = no such curve, though single readings can be large; an effect the other way counts as inactive or inconclusive. Unless noted, % is set by controls: 0 for no effect and ±100 for the full control effect; potency is the fitted concentration of half-maximal effect.
SMILES,p53ts 39C tox,IkB signaling,p53ts 32C tox,Peg3 imprint
COc1ccc(C(=O)NCC(c2cccnc2)N2CCN(c3ccc(F)cc3)CC2)cc1OC (centres undefined),-8%,2.8%,-5%,-5%
COC(=O)NC(/C=C/c1ccco1)[C@@]1(C(=O)OC)CCCC1=O (some centres undefined),13%[9.22 µM],nt,0%[9.22 µM],nt
CC(NC(=O)Cc1cccs1)C(c1cccs1)N1CCOCC1 (centres undefined),2%,1.1%,5%,-10%
CCn1nnc(NC(=O)COc2ccc(C3CCCCC3)cc2)n1,5%,2.8%,-4%,-6%
Cc1cccc(-c2nc(CN3CCCC(C(=O)NC4CCCC4)C3)c(C)o2)c1 (centres undefined),-18%,?,-4%,-15%
CCN1CCN(Cc2nc3c(c(=O)n(C)c(=O)n3C)n2C(C)C(C)=O)CC1 (centres undefined),4%,-1.0%,-4%,nt
COc1ccccc1OCCCc1c(C)n[nH]c1C,13%,1.5%,5%,-16%
Cc1ccc(-n2ccnc(NCCc3ccc(S(N)(=O)=O)cc3)c2=O)cc1C,-23%,?,-6%,-4%[10.9 µM]
COc1ccc2c(c1)OCc1c-2oc2cc(OC)ccc12,-16%,nt,-12%,-9%
COc1cccc(-c2ccc3c(N)c(C(=O)Nc4cc(C(F)(F)F)ccc4OC)sc3n2)c1,9%,6.9%,-4%,-4%[10.9 µM]
COc1ccc(C(=O)Nc2cccc(-c3cn4ccsc4n3)c2)cc1OC,?,?,?,6%[10.9 µM]
COc1ccc2[nH]cc(CCNc3ncnc4ccc(-c5ccoc5)cc34)c2c1,?,-5.9%[11.4 µM],4%,?

# Part of the list above, with values under each structure:
# Values run as follows: p53ts 39C tox | IkB signaling | p53ts 32C tox | Peg3 imprint
COc1ccc(C(=O)NCC(c2cccnc2)N2CCN(c3ccc(F)cc3)CC2)cc1OC (centres undefined)
→ -8% | 2.8% | -5% | -5%
COC(=O)NC(/C=C/c1ccco1)[C@@]1(C(=O)OC)CCCC1=O (some centres undefined)
→ 13%[9.22 µM] | nt | 0%[9.22 µM] | nt
CC(NC(=O)Cc1cccs1)C(c1cccs1)N1CCOCC1 (centres undefined)
→ 2% | 1.1% | 5% | -10%

# (next part)
SMILES,p53ts 39C tox,IkB signaling,p53ts 32C tox,Peg3 imprint
COc1ccc(C2NC(=O)NC(C)=C2C(=O)Nc2cc(C)ccc2C)cc1OC (centres undefined),12%,2.3%,-1%,-6%
O=c1[nH]c(CN2CCN(Cc3ccccc3)CC2)nc2sc3c(c12)CCC3,5%,0.4%,0%,12%
O=C(c1cn[nH]c1)c1cc(F)ccc1O,-2%,6.8%,15%,-6%
COCCCNC(=O)c1c(N)n(-c2ccc3c(c2)OCO3)c2nc3ccccc3nc12,1%,-6.0%,-1%,-15%
CCCCNC(=O)c1cnc2n(c1=O)CCS2,-2%,nt,3%,nt
N#Cc1ccccc1NC(=O)C(=O)NCC(c1ccc2c(c1)OCO2)N1CCN(c2ccccc2)CC1 (centres undefined),-26%,2.5%,7%,?
CCOc1ccc(S(=O)(=O)N2CCN(c3cc(Cl)ccc3Cl)CC2)c2ccccc12,14%,1.0%,-7%,-13%[10.9 µM]
O=C(Cn1nnc(-c2ccccc2)n1)N1CCN(S(=O)(=O)c2ccc(Cl)cc2)CC1,-5%,1.5%,1%,-11%
Cc1ccc(S(=O)(=O)N(CC(=O)N2CCC(C(N)=O)CC2)c2cccc(C(F)(F)F)c2)cc1,8%,3.5%,14%,-7%
Cc1cc(C)c(NC(=O)CCN2CCCCC2)c(C)c1,30%,0.4%,12%,8%[10.9 µM]
FC(F)(F)c1cc(Nc2nc3ccccc3c3nncn23)ccc1Cl,?,?,-8%,-3%[10.9 µM]
COc1cccc(C(=O)Nc2ccccc2-c2nnc(-c3cccc(OC)c3)o2)c1,-13%,?,-18%,-15%[10.9 µM]
CC(C)CC(OC(=O)c1nsc(Cl)c1Cl)C(=O)NCc1cccs1 (centres undefined),10%,nt,4%,nt
Cc1ccc(-n2nc(C(=O)NCCN(C)C)c(=O)n(C)c2=O)cc1,-9%,0.5%,-6%,-17%[10.9 µM]
COc1cccc(OC)c1OCCNC[C@@H]1COc2ccccc2O1,-14%&-5%,?,-10%&-12%,-15%
N#CC1=C(N)C(C#N)(C#N)C2(C(=O)Nc3ccccc32)C2CCCC=C12 (centres undefined),3%,5.6%,5%,-8%
COc1cc(N=C(N)N=C(N)N)c2ncccc2c1,1%[9.22 µM],0.2%[11.4 µM],-6%[9.22 µM],-10%[10.9 µM]
COc1ccc(Nc2ncnc3scc(-c4ccc(F)cc4)c23)cc1,-17%,?,-5%,-5%[10.9 µM]
CCc1nccn1S(=O)(=O)c1cc(Br)ccc1OC,-4%,-0.6%,-2%,2%
COC(=O)c1ccccc1NC(=O)Cn1c(=O)n(CCCCC(=O)NCc2ccc3c(c2)OCO3)c(=O)c2ccccc21,3%,9.5%,21%,-6%[10.9 µM]
Cc1cc(C)nc(SCNC(=O)c2ccccc2)n1,1%,-0.1%,2%,-3%
COc1ccccc1Nc1nn2c(=O)c3ccc(C(=O)NCc4cccs4)cc3nc2s1,10µM*,?,3.2µM*,-28%[10.9 µM]
O=C(NCc1cccnc1)C1c2ccccc2C(=O)N1C1CCCCCCC1 (centres undefined),-15%,3.0%,2%,-3%
O=CN1Cc2[nH]c3ccccc3c2N(c2ccc(Cl)cc2)C1=O,2%,?,5%,-9%
COc1ccc(C(=O)N(Cc2ccco2)C(C(=O)NC2CCCC2)c2ccc(O)cc2)cc1OC (centres undefined),3%,5.8%,2%,nt
COc1ccc(CN(CCCN2CCOCC2)C(=O)Nc2cccc(Cl)c2)cc1OC,2%,-3.8%,-1%,-11%
O=C(Nc1ccc(NC(=O)C23CC4CC(CC(C4)C2)C3)cn1)c1ccco1,-17%,0.2%,-7%,-2%
Cc1ccc(NC(=O)CSc2ncnc3c2sc2ccccc23)cc1C,?,2.1%,4%,-15%[10.9 µM]
Cc1cc(NC(=O)CSc2nnc3c4c(C)c(C)sc4ncn23)no1,-1%,0.2%,5%,-11%
N#CCCCSc1nnc(Cc2ccc3c(c2)OCO3)o1,2%,nt,-8%,nt
Cc1nn(Cc2ccc(Cl)cc2)c(C)c1NC(=O)C1CC=CCC1C(=O)O (centres undefined),-5%,-1.9%,-3%,0%
Cn1c(=O)c2sccc2n2c(CCCC(=O)Nc3ccc(Oc4ccccc4)cc3)nnc12,-12%,?,0%,-17%[10.9 µM]
Cn1c(=O)c2c(nc(N3CCOCC3)n2C)n(C)c1=O,-1%,nt,2%,nt
Cc1ccc(NS(=O)(=O)c2ccc3c(c2)NC(=O)CCS3)cc1F,-13%,?,-1%,-8%[10.9 µM]
CCCn1c(OC)nc2c1c(=O)n(C)c(=O)n2C,-8%,-2.5%,-14%,0%
COC(=O)c1ccc(NC(=O)CN2CCN(S(=O)(=O)c3cc(Cl)ccc3OC)CC2)cc1,-12%,0.5%,-1%,-15%
Cc1ccnc(NC(=O)c2ccccc2NC(=O)C(C)(C)C)c1,-8%,nt,-3%,nt
O=c1[nH]cnc2c1oc1ccccc12,-12%,-0.3%,-1%,-16%
Cc1sc2nc(C3CC3)nc(N3CCN(S(=O)(=O)c4ccc(F)cc4)CC3)c2c1C,13%,0.9%,-4%,-8%
CSc1ncccc1C(=O)OCc1ccccc1F,-11%,-0.2%,2%,-34%[inhibitor]
COc1ccc(N2CCN(c3ccc(-c4nc(-c5cccc(C)c5)no4)cc3[N+](=O)[O-])CC2)cc1,-26%,-2.4%,-3%,-6%[10.9 µM]
O=P(C1=C(N2CCOCC2)/C(=C\c2ccccc2)CC1)(N1CCOCC1)N1CCOCC1,1%,4.5%,1%,4%
CCOC(=O)c1sc(NC(=O)COC(=O)c2ccco2)nc1C,0%,-1.3%,-1%,5%
Cc1ccc2oc(-c3ccc(NC(=O)c4cccc(F)c4)c(C)c3)nc2c1,2%,?,-8%,2%[10.9 µM]
O=C(Nc1nnc(CCc2ccccc2)s1)c1cccs1,-1%,-1.2%,4%,-46%[inhibitor]
O=C(N1CCCCCC1)N1CCN(C(=O)N2CCCCC2)CC1,9%,-2.7%,8%,-11%
COc1cc(CN(C(=O)Nc2ccccc2)c2ccccn2)cc(OC)c1OC,1%,-0.3%,6%,-13%[10.9 µM]
N#CC1=C(O)C(c2ccccc2)n2c1nc(=O)c1ccccc12 (centres undefined),-2%,4.8%,1%,-13%
CCOc1ccccc1N(CC)C(=O)c1cc2ccc3cccnc3c2[nH]1,-29%,-6.1%,40%[activator],8%[10.9 µM]
Cc1sc(NC(=O)CCCC(=O)O)c(C#N)c1C,10%,3.5%,-5%,1%
N#C/C(=C\c1ccc[nH]1)S(=O)(=O)c1ccccc1,12%,0.0%,2%,-22%
CCOC(=O)c1sc(=S)n(CC)c1NC(=O)C1CC1,-3%,0.3%,3%,-6%
O=C(NCc1cccs1)C1CCN(c2nccs2)CC1,-10%,-0.4%,4%,-7%
Nn1cnnc1SCC(=O)Nc1ccc2c(c1)OCCO2,-15%,-0.6%,-13%,-11%
COC(=O)C/C=C\[C@@H](C)[C@@H](CO)NS(=O)(=O)c1ccc(C)cc1,-1%[9.22 µM],nt,10%[9.22 µM],nt
O=C(CSc1nnc(Cc2cccs2)n1Cc1ccco1)Nc1ccc(Cl)cc1Cl,14%,?,15%,-29%
O=C(Cc1ccc(Cl)cc1)NCCN1CCCC1,-4%,1.7%,-5%,-11%
c1ccc2c(c1)CCN(c1ncnc3nc[nH]c13)C2,14%,?,5%,-23%
CCc1nnc(NC(=O)C2CC(=O)N(c3ccc(C)cc3)C2)s1 (centres undefined),-5%,2.8%,-2%,-7%
CC(C)c1ccc(NC(=O)N2CCN(c3ccc(Cl)c(Cl)c3)CC2)cc1,-19%,?,17%,-22%[10.9 µM]
# The results go on:
SMILES,p53ts 39C tox,IkB signaling,p53ts 32C tox,Peg3 imprint
CCOc1ccc(CNC(=O)c2sc3nc(C)cc(C)c3c2-n2cccc2)cc1,-26%,1.2%,-8%,-6%[10.9 µM]
COc1ccc(CNC(=O)Cc2c(C)c3c(cc(C)c4c(C)c(C)oc43)oc2=O)cc1OC,-9%,-0.6%,13%,-10%[10.9 µM]
O=C(COC(=O)c1cccc(S(=O)(=O)N2CCc3ccccc32)c1)NC1CCS(=O)(=O)C1 (centres undefined),-6%,1.7%,-1%,2%
Cc1ccc(CCNC(=O)c2sc3nc4n(c(=O)c3c2C)CCCC4)cc1,-19%,0.2%,13%,-8%[10.9 µM]
COc1ccc(NC(=O)Cn2c(=O)c3cccn3c3ccccc32)cc1Cl,-15%,?,6%,12%[10.9 µM]
CCOC(=O)c1c(NC(=O)c2ccc(Br)cc2)sc2c1CCCC2,16%,?,8%,-15%[10.9 µM]
COc1ccc(S(=O)(=O)c2nnn(-c3ccc(C)c(Cl)c3)c2C)cc1,-22%,-0.2%,11%,-16%[10.9 µM]
COC(=O)CN1C(=O)CSc2ccc(S(=O)(=O)Nc3cccc(Br)c3)cc21,-9%,?,-5%,-4%[10.9 µM]
CCOc1cc(C2C(C(=O)OC)=CN(C3CCCC3)C=C2C(=O)OC)cc(Br)c1O,2%,6.4%,2%,-9%
CCOC(=O)C(C(=O)OCC)C1CS(=O)(=O)CC1C(C(=O)OCC)C(=O)OCC (centres undefined),-2%,nt,2%,nt
CCOC(=O)N1CCC(NC(=O)C2CCN(C(=O)N3CCOc4ccccc43)CC2)CC1,9%,3.2%,-4%,-4%
Cc1ccc(NC(=O)[C@@H](c2ccccc2)N2Cc3ccccc3C2=O)cc1F,-17%,1.5%,16%,6%[10.9 µM]
Cc1c(C(=O)Nc2ccncc2)sc2nc(-c3ccccc3)cn12,3%,6.9%,-2%,-23%
CCOC(=O)C1=C(C)OC(N)=C(C#N)C1c1cc2c(cc1Br)OCO2 (centres undefined),-10%,2.5%,-8%,-12%

# A different layout for three compounds above.
SMILES	p53ts 39C tox	IkB signaling	p53ts 32C tox	Peg3 imprint
Cc1ccc(NC(=O)[C@@H](c2ccccc2)N2Cc3ccccc3C2=O)cc1F	-17%	1.5%	16%	6%[10.9 µM]
Cc1c(C(=O)Nc2ccncc2)sc2nc(-c3ccccc3)cn12	3%	6.9%	-2%	-23%
CCOC(=O)C1=C(C)OC(N)=C(C#N)C1c1cc2c(cc1Br)OCO2 (centres undefined)	-10%	2.5%	-8%	-12%

# Screening data as filed in PubChem BioAssay.
